BoNT-F LC inh: inhibitors of Botulinum neurotoxin F light chain protease; actives 0.22% (n = 360,000); inhibition, % at 10 µM; Multiplex microsphere protease cleavage assay, flow cytometry; AID 588497; in the data active means inhibition above about 35%, passing the limit was not always enough; inconclusive means no clear call, values can overlap the other calls; further: plate controls were buffer without enzyme for full effect and enzyme alone for no effect
PrPC surface inh: cell surface PrPC inhibition, primary TR-FRET screen | P04156 | TR-FRET read-out | inhibition, % at 13.8 µM | actives 0.43% (n = 370,000); in the data active means inhibition above about 24%; further: 0% = median of the test wells and 100% = reference compound wells
Anthrax LF inh2: anthrax lethal factor protease inhibition; inhibition, % at 10 µM; actives 0.12% (n = 360,000); P15917; multiplex microsphere protease cleavage assay, LF; further: plate controls were buffer without enzyme for full effect and enzyme alone for no effect
SSB-PriA inh: K. pneumoniae PriA-SSBct interaction inhibition; inhibition, % at 33 µM; AID 1272365; AlphaScreen SSBct-PriA binding, biotinylated peptide; actives 0.6% (n = 430,000); in the data active means inhibition mostly above about 37%, no sharp cut-off; inactive means mostly below about 20%;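 further: plate controls were negative control peptide for no effect and reference peptide for full effect; strong numbers were not always called active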
MazF activator: increases E. coli MazEF RNase cleavage of RNA. P0AE70. FAM/BHQ RNA-DNA oligo cleavage fluorescence, 5 h. activation, % at 20 µM. actives 0.32% (n = 350,000); in the data active means activation above about 50%
Target sequence (P0AE70 whole entry, looked up): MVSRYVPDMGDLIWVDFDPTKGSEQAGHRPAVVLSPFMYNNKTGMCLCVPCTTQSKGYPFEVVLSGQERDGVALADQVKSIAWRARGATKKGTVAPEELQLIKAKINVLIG
CCHF vOTU inh: blocks the CCHF virus ovarian tumor domain protease | CCHFV vOTU protease, Pep-AMC fluorescence | inhibition, % at 11.5 µM | actives 0.55% (n = 370,000) | AID 651958; in the data active means inhibition above about 30%; further: 0% = vehicle wells with enzyme and 100% = no enzyme wells
BoNT-A LC inh2: inhibitors of Botulinum neurotoxin A light chain protease; inhibition, % at 10 µM; multiplex microsphere protease substrate cleavage, flow cytometry; actives 0.17% (n = 360,000); further: plate controls were buffer without enzyme for full effect and enzyme alone for no effect
VHR inh abs: inhibitors of human VHR1 phosphatase (DUSP3); recombinant VHR phosphatase, pNPP absorbance; actives 0.52% (n = 290,000); P51452; inhibition, % at 13.3 µM; AID 1654; in the data active means inhibition above about 50%; further: some compounds called inactive have numbers as strong as hits
Target sequence (P51452 whole entry, looked up): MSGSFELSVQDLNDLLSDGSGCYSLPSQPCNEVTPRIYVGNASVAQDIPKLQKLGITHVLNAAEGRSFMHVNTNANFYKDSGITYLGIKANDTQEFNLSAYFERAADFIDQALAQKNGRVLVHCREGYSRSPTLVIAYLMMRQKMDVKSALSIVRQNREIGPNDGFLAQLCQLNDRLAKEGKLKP
Rv3671c protease: inhibits the M. tuberculosis serine protease Rv3671c; P9WHR9; inhibition, % at 5.96 µM; actives 0.048% (n = 320,000); in the data active means inhibition above about 38%;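 further: extracellular domain of Rv3671c used as enzyme; 0% = enzyme with DMSO and 100% = no enzyme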
Target sequence (P9WHR9 whole entry, looked up, the tested form may be a part): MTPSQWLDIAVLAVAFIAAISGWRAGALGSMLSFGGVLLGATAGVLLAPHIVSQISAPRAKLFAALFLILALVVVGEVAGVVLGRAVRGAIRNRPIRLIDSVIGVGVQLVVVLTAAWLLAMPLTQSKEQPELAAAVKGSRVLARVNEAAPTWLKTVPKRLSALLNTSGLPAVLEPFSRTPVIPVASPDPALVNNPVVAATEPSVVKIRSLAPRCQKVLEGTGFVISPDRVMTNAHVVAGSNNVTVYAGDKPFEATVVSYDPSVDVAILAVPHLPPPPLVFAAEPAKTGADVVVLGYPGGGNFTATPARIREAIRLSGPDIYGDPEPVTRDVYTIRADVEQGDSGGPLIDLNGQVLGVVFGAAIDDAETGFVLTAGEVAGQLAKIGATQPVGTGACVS
SARS 3CLpro inh: SARS-CoV 3CLpro protease inhibition | recombinant SARS-CoV 3CLpro, quenched FRET peptide cleavage | inhibition, % at 6 µM | AID 1706 | actives 0.14% (n = 290,000); in the data active means inhibition above about 12%
* marks the source's active call; other numbers are inactive results; ? = inconclusive; · = not tested or not shown; & = joins results of further samples. Unless noted, no stated cut-off is given here; in the data, active means inhibition above about 30%; inconclusive means no clear call, values can overlap the other calls; inactive means below that. Not all compounds are listed; the hit share may differ from the screen's.

nr | compound | BoNT-F LC inh | PrPC surface inh | Anthrax LF inh2 | SSB-PriA inh | MazF activator | CCHF vOTU inh | BoNT-A LC inh2 | VHR inh abs | Rv3671c protease | SARS 3CLpro inh
1 | CCn1ccnc1CN1CCCC(C(=O)c2cccc(C(F)(F)F)c2)C1 (configuration not stated) | -12 | 15 | -1 | 6 | 5 | 7 | -1.4 | 17 | -8 | 0
2 | Cc1ccc(OCC(=O)NCCS(=O)(=O)N2CCN(c3ccccc3)CC2)cc1 | · | -1 | · | -2 | 5 | -8 | · | · | 4 | ·
3 | COc1ccccc1-n1nnnc1SC(C)C(=O)NC1CCCC1 (configuration not stated) | -5 | -8 | -5 | 4 | 5 | 9 | 2.0 | · | 4 | ·
4 | C#CCOCCOCCOCCNc1nc(N2CCN(C(=O)CCCCCCCCCCNC(=O)[C@@H]([C@H](C)O)n3cc(C)nn3)CC2)nc(N2CCN(C(=O)CCCCCCCCCCNC(=O)[C@@H]([C@H](C)O)n3cc(C)nn3)CC2)n1 | -6 | 4 | -5 | 2 | 27 | 10 | -0.1 | · | -12 | ·
5 | CCCC(=O)NC(NC(=S)Nc1ccc(S(N)(=O)=O)cc1)C(Cl)(Cl)Cl (configuration not stated) | -14 | 8 | -2 | -18 | 0 | -9 | -1.2 | 4 | -7 | 11
6 | CCOC(=O)N1CCN(C(=O)c2ccc(OC)c(S(=O)(=O)N3CCOCC3)c2)CC1 | -7 | 0 | -1 | -7 | 11 | -3 | -1.0 | 34 | 3 | -1
7 | O=C(CN1CCN(CC(=O)Nc2ccc(F)cc2)CC1)NCC1(N2CCOCC2)CCCCC1 | -3 | -9 | 3 | -5 | 5 | 4 | -2.1 | · | 1 | ·
8 | CCN(CC)S(=O)(=O)c1cc(NC(=O)Cn2cnc3ccccc3c2=O)ccc1C | 0 | -2 | 4 | -4 | 4 | 5 | -0.2 | 12 | 1 | -4
9 | CCc1nnc(NC(=O)c2cc(S(=O)(=O)N3CCCCC3)ccc2N2CCOCC2)s1 | 1 | 0 | -3 | -3 | -15 | 8 | 0.8 | 18 | 10 | 3
10 | CCOc1ccc(NC(=O)CC2SC(=O)N(c3ccccc3)C2=O)cc1 (configuration not stated) | -11 | 2 | -6 | -12 | 7 | 15 | -1.8 | 16 | 0 | 0
11 | Cc1ccc(C(=O)N/C(=C/c2ccccc2F)C(=O)NCCCn2ccnc2)cc1 | -2 | 2 | 1 | 5 | 6 | -1 | -0.4 | 27 | 8 | -7
12 | COc1ccc(CN2CCN(CC(=O)Nc3ccccc3C(=O)NC3CC3)CC2)cc1F | ? | -11 | -16 | -8 | -9 | -6 | -68 | · | -3 | ·
13 | Cc1cccc(N(CC(=O)NC2CCCC2)C(=O)c2nsc(Cl)c2Cl)c1C | -4 | 0 | 1 | -7 | 18 | -4 | 0.1 | -7 | 2 | 3
14 | CC(=C/c1ccccc1)/C=N/NC(=O)c1cc(C)oc1C | 10 | -3 | 0 | · | 15 | -5 | 0.9 | 0 | -6 | -4
15 | Cn1c(-c2ccc(Cl)nc2)nc2cc(Cl)ccc21 | 20 | -2 | 2 | -1 | 4 | -15 | -3.2 | 5 | 4 | 3
16 | S=c1[nH]c2cc(Cl)ccc2s1 | 8 | -5 | 0 | -5 | -5 | 13 | 0.8 | 36 | 7 | -4
17 | O=C(c1ccc2ccccc2c1)N1CCN(c2ccccn2)CC1 | 15 | 5 | -17 | 2 | 12 | 10 | 0.3 | 22 | -5 | -1
18 | COC(=O)C1Cc2ccccc2CN1S(=O)(=O)c1ccc(C)cc1 (configuration not stated) | 36* | 0 | -7 | -21 | -2 | 3 | 1.4 | 5 | -4 | 3
19 | Nc1nc(N)c2cc(Sc3cccc(C(F)(F)F)c3)ccc2n1 | -9 | 4 | -8 | · | 5 | -5 | -0.3 | · | · | ·
20 | CCOC(=O)c1c(C)c(C(=O)NC2CCCCCC2)c(C)n1C | 5 | 1 | 3 | 3 | 3 | -18 | ? | -3 | · | -2
21 | Cc1ccc(-c2nc3ccc(Br)cn3c2Cc2cccc(Cl)c2)cc1 | -4 | 22 | -1 | · | · | 6 | 1.8 | · | · | ·
22 | COc1ccc(NC(=O)C2CC2)cc1S(=O)(=O)N1CCOCC1 | -3 | 8 | 0 | -17 | 7 | -1 | 0.0 | · | 3 | ·
23 | CCCOc1ccc(N2C(=O)CC(N3CCN(c4ccc([N+](=O)[O-])cc4)CC3)C2=O)cc1 (configuration not stated) | -24 | -3 | 1 | 2 | 5 | 12 | -1.0 | 5 | 2 | 4
24 | COc1cc(/C=N/NC2=NS(=O)(=O)c3ccccc32)cc(OC)c1OC | 23 | 1 | -7 | · | -5 | 20 | -1.8 | 11 | -1 | -3
25 | CCC1(c2ccccc2)NC(=O)N(CC(=O)Nc2nnc(C3CC3)s2)C1=O (configuration not stated) | 10 | 4 | -1 | -8 | 5 | 4 | 0.8 | 19 | 1 | 2
26 | CC(C)(NO)/C(=N/O)c1cccs1 | -15 | 1 | -2 | · | 7 | 27 | 0.0 | 29 | -3 | -4
27 | O=C(COC(=O)c1ccc(O)cc1)Nc1cc(S(=O)(=O)N2CCOCC2)ccc1Cl | · | -3 | · | 4 | -16 | -3 | · | · | -5 | ·
28 | O=C(NCc1ccccc1)C(c1cccs1)N(C(=O)c1csnn1)C1CC1 (configuration not stated) | -1 | -10 | 2 | -7 | 3 | -5 | -0.6 | 25 | 3 | -1
29 | Cc1ccc2c(c1)cc(CN(Cc1ccco1)S(=O)(=O)c1ccccc1)c1nnnn12 | -2 | -1 | 5 | 3 | 10 | -5 | 0.1 | 25 | 6 | -2
30 | Cc1ccc(NC(=O)CCC(=O)N2CCOc3ccccc32)c(Cl)c1 | -13 | 11 | -1 | -10 | 7 | 13 | -0.4 | 17 | 3 | -4
31 | O=C(COc1ccc2ccccc2c1)N1c2ccccc2Sc2ccccc21 | -6 | -8 | 1 | -2 | -5 | -14 | -7.3 | -7 | -23 | -3
32 | Cc1ccc2nc(N(CCN(C)C)C(=O)C3CCN(S(=O)(=O)c4cccs4)CC3)sc2c1 | 9 | -7 | 6 | · | -6 | -8 | 0.1 | · | · | ·
33 | COc1ccc(-c2nn(-c3ccccc3)cc2C(=O)NCCCn2ccnc2)cc1 | -3 | -5 | -3 | -2 | 1 | -9 | -0.2 | 28 | 0 | 3
34 | COC(=O)c1ccccc1NC(=O)CCn1c(=O)oc2ccccc21 | -2 | 1 | 3 | 4&0 | 6 | 10 | 4.0 | -8 | 2 | -6
35 | Cc1nc(C)c(-c2csc(NCc3ccco3)n2)s1 | -4 | -4 | -3 | 7 | -2 | 2 | -1.1 | 7 | 5 | 5
36 | CCc1cccc(NC(=O)c2ccc(Cn3nc(C)cc3C)o2)c1 | 12 | 8 | 4 | -1 | 4 | 3 | 0.8 | -8 | -6 | 2
37 | COc1ccc(C(=O)NC(=S)NNC(=O)c2ccc3ccccc3n2)cc1 | 4 | 8 | 8 | -10 | 0 | 4 | 2.3 | -13 | 0 | 0
38 | COc1cccc(NC(=O)COC(=O)COc2cccc3c2OC(C)(C)C3)c1 | 1 | -5 | -3 | -3 | 5 | -2 | -1.1 | -9 | -2 | 3
39 | CN(Cc1cnn(C)c1)C(=O)C1CCC(=O)N(Cc2cccc(C(F)(F)F)c2)C1 (configuration not stated) | -5 | 1 | -1 | -18 | -3 | 6 | -3.3 | 11 | 9 | -1
40 | COc1ccc(-n2c(/C=C3\C(=O)N(C)c4ccccc43)nc3ccccc3c2=O)cc1 | -1 | -8 | 0 | -7 | 13 | 4 | 0.3 | -8 | -2 | -2
41 | O=C(Nc1cccc(Oc2ccccc2)c1)C1Cc2c(-c3ccc4c(c3)OCO4)ccnc2O1 (configuration not stated) | -14 | 10 | 3 | · | · | -4 | -1.0 | · | · | ·
42 | CCn1c(C(=O)Nc2ccsc2C(=O)OC)cc2sc(Cl)cc21 | -14 | 12 | 3 | -10 | -1 | 14 | 3.5 | 34 | -2 | 2
43 | O=C(O)C1CCCCC1C(=O)Nc1ccc(Cl)cc1 (configuration not stated) | -9 | 18 | -2 | -17 | 4 | 7 | -6.0 | -2 | 1 | 0
44 | Cc1cc(C)nc(NS(=O)(=O)c2ccc(NC(=O)CSc3nc4ccccc4[nH]3)cc2)n1 | -4 | 0 | 0 | 1 | -6 | 6 | -1.1 | 7 | -13 | -3
45 | CCOc1ccccc1NC(=O)CCNS(=O)(=O)c1ccc2[nH]c(=O)oc2c1 | -1 | 0 | -1 | -7 | 4 | -16 | 0.8 | 44 | -6 | -4
46 | O=S(=O)(NCC1OCCc2ccccc21)c1ccc(S(=O)(=O)N2CCOCC2)cc1 (configuration not stated) | -2 | 0 | -4 | -10 | 1 | -10 | -0.4 | -1 | 1 | 1
47 | COc1cccc(C2c3cc4c(cc3OC(NNC(N)=O)C2C)OCO4)c1O (configuration not stated) | 1 | 7 | -5 | 14 | 5 | -8 | 0.3 | · | · | ·
48 | O=C(COC(=O)c1ccccc1)Nc1cccc(S(=O)(=O)N2CCOCC2)c1 | -3 | 6 | -4 | -1 | -15 | -4 | -1.1 | 17 | 8 | 2
49 | Cc1[nH]c(=S)sc1Cc1ccc(Cl)c(Cl)c1 | · | 0 | · | · | · | 2 | · | -14 | -13 | 2
50 | S=c1[nH]nc(COc2ccccc2)n1/N=C/c1cccs1 | 1 | -1 | 0 | · | 1 | 10 | 0.3 | 8 | -3 | 4
51 | O=C(CCc1nc2ccccc2c(=O)[nH]1)OCCOc1ccc(Cl)cc1 | 1 | 6 | -6 | -13 | -3 | 4 | -0.1 | -10 | -5 | 1
52 | O=C(CS(=O)(=O)c1ccc(F)cc1)Nc1nccs1 | 1 | 6 | 0 | -6 | 3 | 0 | 0.1 | · | -9 | ·
53 | COc1ccc(NC(=O)NC2CCCCC2C)cc1 (configuration not stated) | -1 | 5 | 1 | -5 | 4 | 0 | 1.1 | 5 | 1 | -6
54 | C=CCN(c1ccc(C(=O)Nc2ccc3c(c2)n(C)c(=O)n3C)cc1)S(C)(=O)=O | 0 | -6 | -1 | -5 | 4 | -4 | 1.3 | 4 | -4 | 0
55 | O=C(Cn1nc(-c2ccco2)ccc1=O)Nc1ccc(Cl)c(Cl)c1 | -2 | -2 | -1 | 11 | 11 | 13 | -2.4 | -30 | -18 | 12
56 | CN(C(=O)Cc1ccc2c(c1)OCO2)C1CCCN(Cc2ccccc2F)C1 (configuration not stated) | ? | 10 | -2 | -2 | 2 | -6 | -2.3 | · | -2 | -4
57 | COc1ccc(NC(=O)COC(=O)C2CCN(S(=O)(=O)c3cccs3)CC2)cc1 | -6 | 2 | 0 | -17 | 5 | 0 | 0.4 | 0 | 0 | 5
58 | CCOC(=O)c1c(NC(=O)COC(=O)CCOc2ccc(C)cc2)sc(C(=O)N(C)C)c1C | -5 | 3 | -1 | -13 | 1 | 11 | -3.8 | · | 2 | ·
59 | Cc1ccc(S(=O)(=O)N2CCOCC2)cc1C(=O)N1CCN(S(=O)(=O)c2cccc(F)c2)CC1 | -6 | 7 | -4 | 7 | -5 | -2 | 1.2 | · | 5 | ·
60 | COc1ccc(CNCCC(c2ccc(OC(C)C)cc2)c2ccccc2OC)cc1OC (configuration not stated) | ? | 1 | -12 | 7 | 20 | 5 | -3.7 | · | -4 | 4
61 | Cc1ccc(S(=O)(=O)/C(C#N)=C/c2c(N3CCN(Cc4ccccc4)CC3)nc3ccccn3c2=O)cc1 | 0 | -4 | 0 | 17 | -16 | 8 | 1.1 | 6 | -37 | 6
62 | CCN1CCN(Cc2ccc(NC(=O)Nc3ccccc3Cl)cc2)CC1 | 3 | -9 | 4 | 1 | 1 | 2 | 0.5 | -10 | -16 | -2

Bioassay records as filed in PubChem.
